SRC2 inh – human SRC2 (NCOA2) inhibition | Q15596 | HEK293 GAL4-SRC2 luciferase reporter, luminescence | inhibition, % at 9 µM | 0.17% of 370,000 active;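 active means inhibition above the mean inhibition of all tested compounds plus 3 SD, set per campaign, cut at about 52% in these data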;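 further: 0% = DMSO treated cells and 100% = cells given Gossypol at 36 µM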
COUP-TFII inh – inhibitors of human COUP-TFII (NR2F2); HEK293T NGFI-A luciferase reporter, luminescence; inhibition, % at 8.6 µM; 0.7% of 370,000 active; AID 686940;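 active means inhibition above a per-plate cutoff, mean inhibition of test wells between control levels plus 3 SD, cut at about 38% in these data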;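 further: cells cotransfected with COUP-TFII expression vector driving the NGFI-A reporter; 0% = median of COUP-TF2 test wells and 100% = reporter-only cells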
Target sequence (P24468 whole entry, looked up): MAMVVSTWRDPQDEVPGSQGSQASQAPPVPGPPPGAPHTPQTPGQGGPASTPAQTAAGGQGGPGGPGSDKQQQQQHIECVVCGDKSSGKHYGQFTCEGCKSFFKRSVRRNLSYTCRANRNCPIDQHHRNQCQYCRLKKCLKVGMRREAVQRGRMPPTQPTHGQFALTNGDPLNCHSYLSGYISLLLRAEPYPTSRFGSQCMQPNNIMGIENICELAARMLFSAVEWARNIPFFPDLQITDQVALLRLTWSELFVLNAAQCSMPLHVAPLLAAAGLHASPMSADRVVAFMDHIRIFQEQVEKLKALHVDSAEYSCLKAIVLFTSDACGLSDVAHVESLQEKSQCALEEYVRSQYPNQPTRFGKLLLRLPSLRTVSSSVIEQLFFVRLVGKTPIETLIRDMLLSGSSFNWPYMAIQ
NCOA3 inh – human NCOA3 inhibition; Q9Y6Q9; HEK293 GAL4-SRC3 luciferase reporter, luminescence; inhibition, % at 3.6 µM; 0.17% of 360,000 active; AID 588352;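 active means inhibition above a per-campaign cutoff, the mean of all compounds plus 3 SD, cut at about 60% in these data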;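 further: 0% = DMSO-treated cells and 100% = gossypol-treated cells at 36 µM; higher means less SRC3-driven luciferase light from the GAL4 reporter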
TWEAK Fn14 block – blocks TWEAK-Fn14 interaction in a reporter cell assay; TWEAK-stimulated Fn14 reporter cells, luciferase luminescence, 8 h; inhibition, % at 10 µM; 2% of 360,000 active; AID 1159606; in the data active means inhibition above about 50%
KKLEB cytotox – reduces viability of KKLEB cystic fibrosis airway cells | AID 602141 | KKLEB CF airway cells viability, ATPlite luminescence, overnight; hits give low values; cells stimulated with P. aeruginosa culture filtrate | activity change (cytotoxicity), % at 5 µM | 0.36% of 360,000 active;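 active means corrected activity change at or below -50% at 5 µM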
TROY signal inh – blocks TROY-dependent signaling in reporter cells; Q293 LMP1-TROYcd NF-kB luciferase reporter, 4 h; inhibition, % at 10 µM; 0.98% of 360,000 active;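 active means compounds whose plate-normalised and pattern-corrected inhibition of the luciferase reporter signal at the single screening dose is 50% or more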
NCOA1 inh – inhibitors of human steroid receptor coactivator 1 (SRC1) | Q15788 | HEK293 GAL4-SRC1 luciferase reporter, luminescence | inhibition, % at 3.6 µM | 0.12% of 360,000 active | AID 588354;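 active means inhibition above the campaign mean plus 3 SD, with each screening campaign given its own cutoff, cut at about 60% in these data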;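 further: 0% = DMSO treated cells and 100% = gossypol at 36 µM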
LMP1 NFkB inh – inhibitors of Epstein-Barr LMP1-induced NF-kappaB reporter; LMP1-induced NF-kappaB luciferase reporter cells, luminescence; AID 504558; 0.69% of 350,000 active; inhibition, % at 12.5 µM; in the data active means inhibition above about 41%;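 further: 0% = neutral control wells and 100% = reference inhibitor control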
CF NFkB inh – blocks PAF-induced NF-kB reporter in cystic fibrosis cells; KKLEB NF-kB-GFP reporter, GFP fluorescence overnight; inhibition, % at 5 µM; 0.86% of 360,000 active; AID 588850;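 active means at least 50% inhibition at 5 µM, scaled per plate between neutral and stimulator controls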;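 further: PAF is a Pseudomonas aeruginosa culture filtrate used as stimulus; plate controls were PAF-stimulated DMSO wells for no effect and unstimulated DMSO wells for full effect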
LRH-1 inv ag – inverse agonists of human LRH-1 (NR5A2); O00482; HEK293T StAR-luciferase reporter, LRH-1 transfected, 24 h; inhibition, % at 3.6 µM; 0.13% of 360,000 active; AID 602396;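 active means inhibition above the mean inhibition of all tested compounds plus 3 SD, cut at about 73% in these data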;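 further: 0% = DMSO wells and 100% = reporter-only cells lacking LRH-1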
Target sequence (O00482 whole entry, looked up): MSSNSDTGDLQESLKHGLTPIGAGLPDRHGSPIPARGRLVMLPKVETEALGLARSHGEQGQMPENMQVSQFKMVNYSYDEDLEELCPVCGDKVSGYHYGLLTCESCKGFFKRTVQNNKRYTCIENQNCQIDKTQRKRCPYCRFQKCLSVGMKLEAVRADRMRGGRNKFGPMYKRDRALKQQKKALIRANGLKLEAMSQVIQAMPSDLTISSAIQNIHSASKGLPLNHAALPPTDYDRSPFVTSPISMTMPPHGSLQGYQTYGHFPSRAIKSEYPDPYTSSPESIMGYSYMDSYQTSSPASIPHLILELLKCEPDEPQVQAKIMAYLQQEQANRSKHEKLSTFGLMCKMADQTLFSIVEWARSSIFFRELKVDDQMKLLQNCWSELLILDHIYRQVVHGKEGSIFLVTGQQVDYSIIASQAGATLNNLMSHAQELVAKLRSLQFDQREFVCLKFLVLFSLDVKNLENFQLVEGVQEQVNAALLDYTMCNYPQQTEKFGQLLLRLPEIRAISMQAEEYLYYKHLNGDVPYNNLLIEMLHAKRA
C8 TRAIL sens – caspase-8 TRAIL sensitization; inhibition (viability loss, TRAIL sensitization), % at 10 µM; AID 624354; 1% of 360,000 active; NB7+C8 cells + TRAIL, ATPlite viability luminescence;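 active means compounds causing at least 50% loss of cell viability in the single-dose screen, relative to plate controls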
Starred values were filed as active, the others as inactive; nt = not tested or not shown; & = joins results of further samples. Random draw from the library; overall some 4.2% were active at least once.

SMILES	SRC2 inh	COUP-TFII inh	NCOA3 inh	TWEAK Fn14 block	KKLEB cytotox	TROY signal inh	NCOA1 inh	LMP1 NFkB inh	CF NFkB inh	LRH-1 inv ag	C8 TRAIL sens
COc1ccc(CC(=O)N2CCN(c3ccccc3OC)CC2)cc1	2	16	14	12	-38	23	17	-5	-5	-12	-2
COc1ccc(Cl)cc1NC(=O)Cn1c(=O)oc2ccccc21	-22	-16	4	10	-10	15	-16	-7	10	-1	-2
O=C(CCCCCn1c(=S)[nH]c2ccc(N3CCOCC3)cc2c1=O)NC1CCN(Cc2ccccc2)CC1	17	15	1	-12	-1	-7	9	8	-3	7	-2
CN(C)c1ccc(/C=C2\SC(=O)N(CC(O)Cn3c4ccccc4c4ccccc43)C2=O)cc1 (stereo not drawn)	-10	4	13	-21	-22	-6	6	-9	4	-2	18
CC(C)(C)OC(=O)NCCCCC1=CC2=CC(=O)C(C)(O)C(=O)C2=CO1 (stereo not drawn)	-12	4	-17	5	1	8	1	-3	6	18	-3
Cn1ccc(C(=O)OCC(=O)Nc2cccc(Cl)c2)n1	-2	19	-4	14	10	-8	-3	7	-18	-7	-5
CCOC(=O)c1c(-c2ccccc2)nc2cc(C)ccn12	-27	-33	-58	-4	1	-26	-52	-5	3	-66	17
COC(=O)C1=C(O)/C(=C\c2cc(C)n(-c3ccc(F)cc3)c2C)N=C1C	11	-28	3	-6	15	-12	-17	-4	1	4	-6
O=CN1CCN(C(=O)C(=O)c2cn(CC(=O)N3CCCCC3)c3ccccc23)CC1	-7	11	21	4	-6	24	-6	-7	23	0	9
COc1ccccc1-c1c(C)nn2c(C)cc(C)nc12	-22	-1	3	-25	-11	7	-9	5	2	-6	-8
CCOCCCn1c(=NC(=O)c2cccnc2)c(C(=O)OCC)cc2c(=O)n3ccccc3nc21	-15&0	-13&-14	4&-17	-7&-6	-2&-15	0&-8	-1&-2	-12&-3	22&-2	14&6	1&-5
O=C(/C=C/c1cccc(Cl)c1)Nc1ncccn1	-26	-29	-38	-19	2	-15	-59	-15	2	-22	3
Cc1cccc(C)c1N1CCN(c2nc(N(C)C)oc(=O)c2C#N)CC1	-12	10	2	-16	-3	3	7	2	-1	-1	-2
CSc1nsc(SCC(=O)Nc2nncs2)n1	-7	2	22	-20	4	2	-7	1	-1	-3	17
Cc1ccc(/C=N/n2c(-c3ccncc3)n[nH]c2=S)o1	0	3	6	0	-22	0	4	-3	22	13	-3
OC(c1ccccc1)c1nc(-c2cnc3ccccc3c2)cs1 (stereo not drawn)	-52	-24	-85	13	9	-19	-123	nt	-30	-151	5
C=CCNC(=S)N/N=C/c1cn(C)c2ccccc12	-6	-2	9	8	-12	-34	-40	nt	-3	-5	1
COc1cc(-c2ccc(NC(=O)CN3CCC(C)CC3)c(OC)c2)ccc1NC(=O)CN1CCC(C)CC1	-3	-2	1	-35	-15	-5	-22	-30	-2	14	-4
O=C(Nc1ccc(Cl)cc1)c1csc(-c2ccncc2)n1	-24	-23	-20	-2	25	-11	-28	-4	-19	-41	4
O=C(CN1CCc2ccccc21)NN1CC(=O)N(c2ccccc2)CC1=O	-13	9	14	10	-4	3	9	-6	5	12	-4
COc1ccc(OC)c(-c2cc(C(=O)N3CCCc4ccccc43)no2)c1	-13	1	11	1	6	-20	13	-1	7	-5	11
Cc1ccc(-c2cc(C(=O)N/N=C/c3ccccc3O)n[nH]2)o1	-4	-7	15	13	-3	0	-2	13	2	-36	-6
O=C(Nc1ccc2c(c1)OCO2)c1cc2n(n1)C(C(F)(F)F)CC(c1ccccc1)N2 (stereo not drawn)	12	3	8	-17	-4	-2	7	6	10	-3	3
CC[C@@H]1C=C(C(=O)O)[C@H](c2ccc(Br)cc2)N1S(=O)(=O)c1ccc(C)cc1	11	26	-9	5	2	-8	-7	-12	-2	-2	2
O=C(CSc1nnnn1-c1cccc2c1CCCC2)NC1CCCC1	4	3	-3	-5	-8	17	-16	-2	2	21	4

Overlap with the part before: 2 compounds, then new ones.
SMILES	SRC2 inh	COUP-TFII inh	NCOA3 inh	TWEAK Fn14 block	KKLEB cytotox	TROY signal inh	NCOA1 inh	LMP1 NFkB inh	CF NFkB inh	LRH-1 inv ag	C8 TRAIL sens
CC[C@@H]1C=C(C(=O)O)[C@H](c2ccc(Br)cc2)N1S(=O)(=O)c1ccc(C)cc1	11	26	-9	5	2	-8	-7	-12	-2	-2	2
O=C(CSc1nnnn1-c1cccc2c1CCCC2)NC1CCCC1	4	3	-3	-5	-8	17	-16	-2	2	21	4
O=C(OCC(=O)N1CCOCC1)c1ccccc1OCc1ccccc1	-22	-12	-6	-2	-11	-10	-21	-2	-9	-13	11
O=C1CCCC2=C1C1(CCCCC1)N=C(Nc1nc3ccccc3s1)N2	0	-9	5	-2	-6	2	1	-15	22	19	12
COc1cccc(-c2nn[nH]n2)c1O	-20	-2	3	-4	12	-5	-17	5	-5	-17	-13
CN1CCN(C(=S)SCc2nc(N)nc(Nc3ccc(F)cc3)n2)CC1	-35	-22	5	-11	-4	-39	-42	9	7	16	6
O=S(=O)(c1ccccc1)c1nc(-c2ccco2)oc1Nc1ccccc1	-5	-4	-22	3	12	-38	-16	3	-10	-15	7
C=CCOn1c(=O)c(-c2ccc(OC)c(OC)c2)[n+]([O-])c2ccccc21	4	-4	4	-11	7	-17	-7	4	-6	-11	-12
CCN(C(=O)CSc1nnc(Nc2ccc(OC)cc2)s1)C1CCS(=O)(=O)C1 (stereo not drawn)	-20	-54	-33	-7	-5	-19	-18	-5	-1	-22	32
O=C(CCCn1c(=O)[nH]c2cc(Cl)ccc2c1=O)NCCCN1CCCC1	-5	5	-16	-10	-6	5	-24	0	5	-51	-7
O=C(NCC1CCCO1)C1CCC(=O)N1Cc1ccc(F)cc1 (stereo not drawn)	-9	-2	1	7	1	-4	-11	-7	2	13	-14
O=C(Nc1ccccc1NC(=O)c1ccccc1F)c1ccccc1F	1	-8	-2	-1	7	-5	-16	4	-4	3	-16
O=C(CN1C(=O)C(=O)c2ccccc21)NCCc1ccccc1	-5	12	-9	6	25	-12	-5	-6	-14	3	-1
O=C(COc1ccccc1O)Nc1ccc(Cl)cc1	-36	-28	-16	4	5	-63	-32	-7	-4	-41	3
COc1ccc(NC(=O)CN(C)C(=O)C2CC(=O)N(c3cccc4ccccc34)C2)cc1 (stereo not drawn)	-16	3	7	2	-3	20	-2	3	-5	2	-5
Cc1ccccc1CN(C)CC(=O)Nc1ccccc1-c1ccccc1	-11	3	15	-1	1	5	4	-2	-13	-7	-7
Cc1ccnc(NC(=O)CC(c2ccccc2)c2ccccc2)n1	-5	-2	7	-12	16	-10	-5	-4	-6	7	-3
CCOC(=O)c1sc(N/N=C/c2ccc(N(C)C)cc2)nc1C	-16	-10	-2	-12	-11	-33	-34	-9	14	-4	-10
Cc1ccc2c(c1)C1(SC(C)C(=O)N1c1ccc(Cl)cc1)C(=O)N2 (stereo not drawn)	-3	-20	17	-13	-10	-26	-32	nt	4	-15	-8
COC(=O)CCC(=O)OC1(C)C(=O)C=C2C=C3CCCN3C=C2C1=O (stereo not drawn)	0	-9	8	4	4	1	-10	7	-11	5	-4
Cc1ccc(C(=O)c2ccccc2C(=O)OCC(=O)Nc2cccc([N+](=O)[O-])c2)cc1	-8	-12	10	29	3	16	-43	-4	9	-8	7
O=C(C1CCCC1)N1CCC(CO)(Cc2ccccc2Cl)CC1	22	19	7	-6	-8	-6	-3	18	16	2	1
CCC1(c2ccc(F)cc2)NC(=O)N(CC(=O)N2CCN(C(=O)c3ccco3)CC2)C1=O (stereo not drawn)	-7	10	-5	-17	-7	-21	-29	0	-10	-5	-1
Cc1cc(C)cc(NC(=O)Nc2cnccn2)c1	15	5	-16	-7	-11	19	2	-1	19	-8	-5
COc1ccc(NC(=O)c2cc(C3CCCCN3C(=O)C3CCCCC3)on2)c(C)c1 (stereo not drawn)	0	13	-27	-11	-23	-5	5	nt	11	22	2
CCOC(=O)C1CCN(C(=O)Nc2ccc(OC(F)(F)F)cc2)CC1	-39	-13	-11	-24	-4	-24	-1	0	7	-13	-12
c1ccc2c(c1)ncn2-c1ncnc2sc3c(c12)CCCC3	14	5	-7	6	-5	26	9	2	12	10	5
(further entries)
SMILES	SRC2 inh	COUP-TFII inh	NCOA3 inh	TWEAK Fn14 block	KKLEB cytotox	TROY signal inh	NCOA1 inh	LMP1 NFkB inh	CF NFkB inh	LRH-1 inv ag	C8 TRAIL sens
Cc1ccc(NC(=O)CSc2nc3c(c(=O)[nH]2)CN(Cc2ccc(F)cc2)CC3)cc1C	12	6	-3	14	-5	12	-4	9	-4	-15	22
O=C(/C=C\Nc1cccc(F)c1)c1ccc2c(c1)OCO2	-10	-62	-30	81*	-34	3	-66	18	-6	-113	72*
CC1(NC(=O)c2cc(Cl)nc3ccccc23)CCS(=O)(=O)C1 (stereo not drawn)	8	9	11	-13	19	-1	-4	0	-4	15	-2
Cc1ccc(NC(=O)CCc2c[nH]c3ccccc23)nc1	-12	-32	-54	-40	-11	8	-34	5	18	-1	26
Cc1ccc(Nc2cnn(C34CC5CC(CC(CC(=O)O)(C5)C3)C4)c(=O)c2Cl)c(Cl)c1	10	0	8	-9	-3	8	-5	-10	5	5	16
COC(=O)C(C)Sc1nc2c(cnn2-c2ccc(Cl)cc2)c(=O)[nH]1 (stereo not drawn)	-28	2	6	5	8	-8	9	-1	-4	-9	-16
O=C(/C=C/c1ccco1)NC(=S)Nc1cccc(-c2nc3ccccc3o2)c1	-4	-22	-16	-3	0	-53	-6	-4	27	37	-6
Cc1c(NC(=O)c2cn3ccccc3n2)cccc1-n1cnnn1	-12	-15	-35	-28	0	-43	-18	6	17	-9	13
COc1ccc(CCNC(=O)COc2ccc3c(C)cc(=O)oc3c2)cc1	-14	5	6	6	-12	-3	0	1	38	-1	6
CCOc1ccc(Cl)cc1-c1cc(C(=O)NCc2cc(C(F)(F)F)cc(C(F)(F)F)c2)[nH]n1	-12	3	7	24	4	35	-24	nt	-6	5	-13
O=C(COC(=O)Cc1ccc(Cl)cc1Cl)Nc1ccc(OC(F)F)cc1	4	11	14	-3	9	17	-33	-2	-4	10	-2
Cc1ccccc1OCC(=O)Nc1sc2c(c1C#N)CC(C)(C)NC2(C)C	2	-4	12	31	-7	7	9	-14	10	-9	20
CC(C)c1ccc(NC(=O)c2cccnc2)cc1	-51	-73	-51	-35	-7	-34	-74	-40	6	-86	-14
Cc1ccc(-c2c3c(=O)n(C)c(=O)n(C)c3cn2Cc2ccccc2)cc1	-27	3	-7	-25	-10	-17	0	-4	-1	12	3
Cc1cc(Nc2cc(C(=O)O)ccc2C)n2ncnc2n1	-13	13	17	9	15	-1	-26	-3	-5	1	3
COc1ccc(-n2ncc3c(SCC(=O)OC(C)C)ncnc32)cc1	19	11	1	7	12	-1	14	2	-12	-4	16
Nc1c(C(=O)NC2CCCC2)c2nc3ccccc3nc2n1/N=C/c1ccco1	nt	nt	6	29	-1	9	-22	0	-3	9	-1
Cc1cc([N+](=O)[O-])ccc1N	2	-7	-7	1	-1	18	-7	0	17	3	24
Cc1nn(-c2ccc(N3CCOCC3)nn2)c(C)c1CCC(=O)NCc1ccc(F)cc1	-26	-12	-1	3	0	-15	-1	-2	-20	-4	18
CCCOc1ccc(C(=O)Nc2ccc(Cl)cn2)cc1	6	-36	-79	57*	-2	10	-104	-12	-11	-171	32
